PTPN22 act: activators of human LYP (PTPN22) phosphatase. recombinant LYP, DiFMUP fluorescence; 0 = plate median, 100 = signal doubled. 96,000 tested, 0.11% active. Q9Y2R2. activation, % at 2 µM;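 active means activation at 2 µM above a set limit, the mean plus 5 SD, cut at about 37% in these data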
Target sequence (Q9Y2R2 whole entry, looked up): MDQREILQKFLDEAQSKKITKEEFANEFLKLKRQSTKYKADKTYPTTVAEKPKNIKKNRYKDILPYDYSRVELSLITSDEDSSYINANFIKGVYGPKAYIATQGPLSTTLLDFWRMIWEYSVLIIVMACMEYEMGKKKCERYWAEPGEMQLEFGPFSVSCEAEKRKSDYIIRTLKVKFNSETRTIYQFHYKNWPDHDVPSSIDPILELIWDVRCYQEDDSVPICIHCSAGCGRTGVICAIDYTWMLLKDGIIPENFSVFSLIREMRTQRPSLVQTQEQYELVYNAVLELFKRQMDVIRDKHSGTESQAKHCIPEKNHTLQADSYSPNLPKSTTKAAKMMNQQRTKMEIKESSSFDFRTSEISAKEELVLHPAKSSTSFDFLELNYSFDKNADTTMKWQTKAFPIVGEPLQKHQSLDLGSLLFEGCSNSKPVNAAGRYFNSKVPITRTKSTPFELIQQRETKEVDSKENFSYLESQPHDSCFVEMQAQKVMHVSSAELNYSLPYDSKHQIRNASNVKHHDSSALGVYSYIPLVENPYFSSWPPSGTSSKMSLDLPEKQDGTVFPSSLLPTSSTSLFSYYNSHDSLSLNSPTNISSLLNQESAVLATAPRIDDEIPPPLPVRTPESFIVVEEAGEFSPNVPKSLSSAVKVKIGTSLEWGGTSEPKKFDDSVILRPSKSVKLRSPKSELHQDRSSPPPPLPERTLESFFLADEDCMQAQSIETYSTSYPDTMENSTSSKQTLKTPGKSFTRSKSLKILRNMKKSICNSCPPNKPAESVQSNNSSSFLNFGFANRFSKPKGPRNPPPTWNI
Ecoli WT expand: blocks growth of wild type E. coli BW25113. growth inhibition, % at 100 µM. OD600 absorbance. 98,000 tested, 0.15% active;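 active means growth inhibition above about 50% at one test dose, limit read from the data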;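 further: growth measured after 20 h incubation at 37 °C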
hDAT+cocaine: human DAT dopamine uptake with cocaine, either direction; Q01959; LLC-PK1 hDAT cells, [14C]-dopamine uptake with cocaine IC80; actives deviate in either direction; B-score at 10 µM; 110,000 tested, 1.3% active;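 active means Z score or B-score, a plate-position-corrected score, falls beyond the plate's 99.7% confidence bounds, in either direction; inactive means both scores lie inside the 99.7% bounds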;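 further: scored against the spread of the other compound wells on the same plate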
PostGolgi yeast: growth inhibition of a yeast mutant, post-Golgi transport screen; post-Golgi transport phenotypic cell assay; inhibition, % at 10 µM; 98,000 tested, 0.9% active; AID 739;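 further: yeast cells grown in 1536-well plates; yeast grown about 18 h at 30C before absorbance read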
PostGolgi ctrl: growth of the yeast control strain, post-Golgi counter-screen | efflux-deficient yeast background strain, growth absorbance A615, 16 h | inhibition, % at 10 µM | 98,000 tested, 5% active | AID 738
CYP2C9 activ: CYP2C9 (human) activation. P11712. recombinant CYP2C9, luciferin-H conversion, luminescence; hits give high values; factor 1 = untreated enzyme, 0 = blocked. activation factor at 5 µM. 96,000 tested, 1.4% active;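 active means activation factor of 2 or more for CYP2C9 at a 5 µM dose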;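 further: 0 = sulfaphenazole-blocked wells and 1 = vehicle-only wells; values of inactives mirror those of a sister screen read the other way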
LYP inh 2: LYP (human) phosphatase inhibition; Q9Y2R2; AID 640; recombinant LYP catalytic domain, DiFMUP fluorescence; inhibition, % at 2 µM; 96,000 tested, 0.21% active;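 active means inhibition at 2 µM at or above a set limit, the screen mean plus 3 SD, cut at about 24% in these data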;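 further: 0% = DMSO with enzyme and 100% = enzyme fully blocked by orthovanadate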
CYP2C9 inh: inhibitors of human CYP2C9. P11712. CYP2C9 Supersomes, luciferin-H conversion, luminescence. inhibition, % at 5 µM. 96,000 tested, 20% active. AID 777;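 active means blocking of liver enzyme CYP2C9 beyond about 50% at 5 µM, limit read from the data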; further: values of inactives mirror those of a sister screen read the other way
PTK2B oligo ant: Pyk2 (human) oligomerization antagonism; Q14289; Q293 cells, Pyk2 FERM NanoBiT luminescence; hits give low values; z-score (the deposit names both 25 µM and 10 µM); 99,000 tested, 0.83% active;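 active means Z-score of -3 or lower, scaled per plate to the spread of control and sample wells; inactive means z-score above -3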;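 further: negative z-score means lost luminescence so less FERM oligomerization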
* hit, by the source's call; x = not tested or not shown; & = joins results of further samples. Unless noted, no stated cut-off is given here; in the data, active means inhibition above about 30%; inactive means the rest.

SMILES	PTPN22 act	Ecoli WT expand	hDAT+cocaine	PostGolgi yeast	PostGolgi ctrl	CYP2C9 activ	LYP inh 2	CYP2C9 inh	PTK2B oligo ant
CC(C)N(Cc1cc2ccccc2[nH]c1=O)C(=O)C(C)(C)C	2	0	0.13	-1	7	0.9	2	8	0.09
COC(=O)c1cc(S(=O)(=O)N2CCOCC2)ccc1Sc1ccccc1N	-1	-1	-1	2	1	0.6	-1	37	-0.86
O=C(Nc1cccc(OC(=O)c2ccco2)c1)c1ccco1	-4	2	-0.28	5	9	x	3	x	-0.75
C=CCn1c(SCC(=O)Nc2cc(NC(C)=O)ccc2OC)nnc1-c1cccnc1	4	3	-0.0045	6	6	1	-5	1	0.61
C=CCn1c(CCNC(=O)c2cccs2)nnc1SCC(=O)c1ccc(Cl)cc1	-2	5	1.1	0	11	0.2	1	79*	0.8
CCOc1ccccc1NC(=O)CCc1ccc(C)o1	-1	10	0.77	-6	5	2.8*	4	-185	0.1
COc1cc(C(=O)NC(=S)Nc2ccc3oc(=O)ccc3c2)cc(OC)c1OC	-10	-8	-0.14	7	-6	1	11	3	0.65
Cc1ccc(S(=O)(=O)N2CCN(S(C)(=O)=O)CC2)cc1	-1	x	-0.65	x	x	x	1	x	-0.16
CCCCS(=O)(=O)NC1=NCN(CCO)CN1	-2	2	-0.42	0	8	1	-2	0	0.53
C=CC(O)Cc1c(C)n[nH]c1C (centres undefined)	-8	3	-0.6	9	11	1.2	7	-15	0.68
Cc1cccc(/N=C/c2c(O)cc(C)oc2=O)n1	x	-1	-0.86	13	1	1.1	x	-11	-0.86
CCOC(=O)c1ccc(CNC(=O)CSc2nnnn2-c2ccc(Cl)cc2)o1	-8	-4	x	4	20	0.9	7	7	1.7
COc1nc(N)c(S(=O)(=O)c2ccccc2)cc1C#N	-6	6	0.046	17	-3	2.4*	9	-143	-0.29
CS(=O)(=O)Nc1ccc(S(=O)(=O)NCCc2ccccc2)cc1	-6	-1	-0.47	1	1	0.9	5	12	0.4
O=C(NCCCn1ccnc1)c1noc2c1CCCC2	x	0	0.075	7	-1	0.2	x	85*	-0.17
CCCCOCCCNC(=O)Cc1ccccc1OC	4	-7	-1.2	1	-2	1	-5	-1	1.3
CCOC(=O)c1[nH]c2ccccc2c1NC(=O)NC1CCCCC1	-3	1	0.53	-4	3	0.4	5	55*	-0.46
O=C(Nc1ccccc1-c1ccccc1NC(=O)c1ccco1)c1ccco1	3	x	-0.18	x	x	x	-4	x	0
COCCn1nnnc1CN1CCN(c2cccc(C(F)(F)F)c2)CC1	6	-2	-0.0066	-7	11	0.5	-9	46	0.57
Cc1cc(OCC(C)C)ccc1/C(O)=C1/C(=O)C(=O)N(Cc2cccnc2)C1c1ccncc1 (centres undefined)	37	x	-0.16	x	x	x	-44	x	0.32
Cc1ccccc1NS(=O)(=O)c1ccc(OCC(=O)NCc2ccco2)cc1	-4	3	0.053	-4	13	0.4	-1	61*	0.36
S=C(Nc1ccccc1)N1CCN(C2CCCCC2)CC1	5	11	-0.058	-1	-1	0.8	0	16	0.48
COc1ccc(C(=O)NC2CCCCCC2)cc1S(=O)(=O)N1CCCc2ccccc21	-1	-6	0.74	8	18	0.9	1	11	-1.1
CCOC(=O)C1=C(N)n2c(s/c(=C\c3ccco3)c2=O)=C(C(=O)OC(C)C)C1c1ccco1 (centres undefined)	4	-9	-0.3	-3	9	x	-8	x	0.12
Cc1nc2sccn2c1P(c1c(C)nc2sccn12)c1c(C)nc2sccn12	x	x	-0.081	x	x	0.4	x	63*	0.41
COC(=O)Cc1c(C)nc2nc(Cc3ccccc3)[nH]n2c1=O	-13	7	0.19	0	3	1	17	-4	0.26
CCCCn1c(=O)[nH]c(=O)c2c1nc(COC(=O)c1c(C)noc1C)n2CCC	0	-8	1.4	6	6	0	-1	97*	-1.1
Cc1ccc(NC(=O)N/C=C/c2ccco2)c(C)c1	-4	-3	-0.14	-7	8	0.4	7	61*	-0.38
c1nc(N2CCC3(CC2)OCCO3)c2c3c(sc2n1)CCCC3	-5	5	0.74	-1	12	0.4	2	63*	-0.82
CCn1cc(C(=O)NCCN(C)CCc2ccccc2)c(=O)c2cc(S(=O)(=O)N(C)C)ccc21	-3	-2	1.2	4	10	0.3	1	75*	0.48
Cc1ccccc1C(=O)NNC(=S)NC(=O)c1ccc(Cl)cc1Cl	-6	9	-0.04	7	21	0.8	2	23	0.89
COCCNS(=O)(=O)c1ccc2c(c1)C(=O)c1cc(S(=O)(=O)NCCOC)ccc1-2	-12	-10	0.2	-6	2	0.4	14	64*	2.3
COC(=O)C1=C(CN2CCSCC2)NC(=O)NC1c1cc(C)ccc1C (centres undefined)	1	-3	0.53	6	29	1	3	0	-1.5
CCOC(=O)N1CCC(Nc2cc(C)nc3c(-c4ccccc4OC)c(C)nn23)CC1	x	4	x	-3	1	0.2	x	79*	x
Cc1ccc(NC(=O)Cn2cnc3c(=O)n(C)c(=O)n(C)c32)c(C)c1	9	6	1.2	-4	2	1	-9	4	1.3
COc1ccccc1N1CCN(C(=O)CSc2nnc(NC(=O)C3CCC3)s2)CC1	1	5	0.27	3	9	0.2	-3	82*	-0.45
COc1ccc(NC2=NC(=S)N(c3cccc(C)c3)C23CCCCC3)cc1	6	-7	x	22	-6	1	-4	0	0.08
Cc1cc(C)n2ncc(C(=O)NCCc3ccccc3)c2n1	5	3	1	13	6	1	-1	1	0.77
CCOc1ccc(C)cc1S(=O)(=O)Nc1ccc(Cl)cn1	-5	-12	-0.16	4	3	0.9	6	15	0.17
O=C(CCS(=O)(=O)c1ccccc1)Nc1nc2c(s1)CCCC2	x	-7	0.92	-7	9	0.4	x	61*	x
COc1ccc(Cn2nnnc2C(c2cccs2)N2CCOCC2)cc1 (centres undefined)	-2	-9	0.021	7	7	0.4	2	56*	0.58
O=C(Nc1cc(Cl)ccc1N1CCOCC1)c1cnccn1	-6	-2	-0.94	3	9	x	6	x	-1.2
CCC(=O)Nc1ccc2c(c1)C(=O)N(C1CCCCC1)C2=O	2	9	0.52	11	25	0.5	0	53*	-0.85
O=C(O)Cc1ccc2ocnc2c1	-7	1	-0.024	-18	4	1	11	-2	-0.4
CCCOc1nc(N)c(C#N)c(-c2ccccc2F)c1C#N	2	-4	1.9	-1	27	0.9	-4	6	-3.1*
NS(=O)(=O)c1cccnc1Nc1ccc(Cl)c(Cl)c1	-3	-2	x	2	6	0.6	2	43	0.82
CC(NC(=O)COc1ccccc1)C(=O)OCC(=O)c1cc2ccccc2o1 (centres undefined)	3	0	-1.5	-3	6	0.8	-6	19	-0.34
COc1ccc(C2(CNC(=O)Cc3ccc(OC)c(OC)c3)CCOCC2)cc1	7	2	-1.1	4	4	1.2	-7	-17	0.17
Cc1ccc2[nH]c3c(c2c1)CN(C(=O)CN1CCN(c2ccccc2)CC1)CC3	6	7	0.97	-1	13	0.7	-8	31	x
Fc1ccc(SCCc2ccncc2)cc1	-4&2	17&21	0.1&-0.27	9&-2	6&9	0.2&0.1	1&0	82*	-0.29&1.5
Cn1c(=O)[nH]c(=O)c2c1nc(SCCN1CCOCC1)n2Cc1ccccc1	-1	-2	-0.004	2	6	1	2	2	0.51
CCN1CCc2nc(NC(=O)CC(c3ccccc3)c3ccccc3)sc2C1	-1	4	0.11	9	22	0.9	3	14	0.41
O=C(CSc1nnc(CNc2ccc(Cl)cc2)n1Cc1ccccc1)NCc1ccco1	x	0	0.86	2	13	0.7	x	31	0.43
O=C(Nc1cccnc1)c1ccc(F)cc1	1	x	-0.38	x	x	x	-5	x	0.2
CCOc1ccccc1NC(=O)N1CCC(c2nc3ccc(C)cc3[nH]2)CC1	x	1	0.74	6	3	1	x	0	0.06
CCC(=NC(C)c1ccccc1)c1c(O)n(C)c(=O)n(C)c1=O (centres undefined)	9	1	-0.34	2	10	0.4	-5	56*	0.5
COc1ccc(NC(=O)Cn2nc(C(F)(F)F)c3c2CCCC3)cc1OC	-2	x	0.2	x	x	x	2	x	-0.15
COc1ccc(-c2nn(C)c(=O)c3ccccc23)cc1CNC(=O)c1ccco1	5	3	0.25	-2	-5	x	-3	x	-1.3
O=C(NC1CCCCC1)c1cc2nc(-c3ccco3)cc(C(F)(F)F)n2n1	0	-3	0.034	1	29	0.8	-3	18	0.14
COc1ccc(OCC(=O)Nc2ccccc2OC)cc1	x	-1	-1.4	4	0	1	x	2	0.92

(next part)
SMILES	PTPN22 act	Ecoli WT expand	hDAT+cocaine	PostGolgi yeast	PostGolgi ctrl	CYP2C9 activ	LYP inh 2	CYP2C9 inh	PTK2B oligo ant
CCCn1c(NCc2ccco2)nc2ccccc21	4	7	-0.017	3	-6	1.1	-2	-7	0.84
CCOc1ccccc1C(=O)NC(C(=O)Nc1ccccc1N1CCOCC1)C(C)C (centres undefined)	11	-2	0.55	1	9	0.3	-15	73*	-1.3
COc1ccc(OC)c(Nc2nc(-c3cccs3)cs2)c1	5	-17	-0.064	-1	13	0.9	-13	12	-1.1
CCCCc1c(O)n2c(nc3ccccc32)[nH]c1=O	0	-2	0.048	5	2	1	-1	2	0.25
O=C(Nc1ccc(C2CCCCC2)cc1)C1CCCN(c2ncccn2)C1 (centres undefined)	x	x	-0.51	x	x	0.9	x	7	-1.2
COc1ccccc1N1CC(C(=O)OCC(=O)c2ccc(F)cc2)CC1=O (centres undefined)	4	-6	0.29	1	3	1.6	-3	-64	1.5
Cc1ccccc1Cn1c(C(=O)OC(C)C)cc2c1ccn2C	-6	6	0.24	-15	15	0.7	7	28	0.94
CCOC(=O)c1sc(NC(=O)CSc2nc3c(cc2C#N)CCCCC3)c(C#N)c1C	-14	-8	0.092	-4	4	0.8	17	22	-0.52
Cn1c(=O)c2c(nc(SCCN3CCCCC3)n2Cc2ccccc2)n(C)c1=O	3	3	1.8	17	2	1	-3	-3	-0.11
COc1cc(C2CC(=O)c3cnc(NC(C)=O)nc3C2)cc(OC)c1OC (centres undefined)	-1	x	0.79	x	x	x	1	x	0.47
CN(CCCCCCCCC(=O)/C=N/O)Cc1ccccc1	5	9	-0.8	-6	4	0.7	-5	33	0.75
Cc1ccccc1Oc1ccc(Oc2ccccc2C)nn1	x	-5	0.56	-1	15	1.6	x	-61	-0.51
Cn1nnc2cc(C(=O)NC3CC3)ccc21	-7	4	0.031	-1	-1	1.4	7	-42	1
O=C(/C=C/c1ccc(Cl)cc1Cl)c1nc2ccccc2[nH]1	-7	-5	0.33	-3	29	1.1	11	-6	-0.19
CN(c1ccc(C(=O)N2CCc3ccccc3C2)cc1)S(C)(=O)=O	0	5	-0.86	-2	3	x	1	x	0.32

Ordered by length of the SMILES (highest first): some entries from above
SMILES	PTPN22 act	Ecoli WT expand	hDAT+cocaine	PostGolgi yeast	PostGolgi ctrl	CYP2C9 activ	LYP inh 2	CYP2C9 inh	PTK2B oligo ant
Cn1c(=O)c2c(nc(SCCN3CCCCC3)n2Cc2ccccc2)n(C)c1=O	3	3	1.8	17	2	1	-3	-3	-0.11
Cc1ccccc1Cn1c(C(=O)OC(C)C)cc2c1ccn2C	-6	6	0.24	-15	15	0.7	7	28	0.94
CCCCc1c(O)n2c(nc3ccccc32)[nH]c1=O	0	-2	0.048	5	2	1	-1	2	0.25
CN(CCCCCCCCC(=O)/C=N/O)Cc1ccccc1	5	9	-0.8	-6	4	0.7	-5	33	0.75
Cc1ccccc1Oc1ccc(Oc2ccccc2C)nn1	x	-5	0.56	-1	15	1.6	x	-61	-0.51

More entries
SMILES	PTPN22 act	Ecoli WT expand	hDAT+cocaine	PostGolgi yeast	PostGolgi ctrl	CYP2C9 activ	LYP inh 2	CYP2C9 inh	PTK2B oligo ant
COc1ccccc1CNC(=O)CC(C)C	2	6	-0.48	13	18	1.2	0	-17	-0.14
CCOC(=O)c1sc2ncnc(N3CCN(c4ccc(OC)cc4)CC3)c2c1C	-9	1	0.03	9	27	0.8	6	20	-0.01
C=CCNC(=O)CN(c1ccc(OC)cc1OC)S(C)(=O)=O	11	9	1.2	-5	9	1	-9	-5	-0.21
CCOc1ccc(C(=O)NCC(=O)OCC(=O)N2CCC(C)CC2)cc1	2	-3	0.3	-4	-1	0.9	0	13	1.9

Screening results (PubChem)
